Screening data (PubChem BioAssay)
Insulin prom inh = inhibitors of insulin promoter-driven GFP, primary screen, imaging, TRM-6 cells (human fetal islet line), eGFP reporter, cell count; reporter expression induced with tamoxifen; inhibition, % at 2 µM; 0.9% of 130,000 active;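 active = inhibition above the mean plus 3 SD, with well images judged a real hit on visual review, cut at about 60% in these data, passing the limit was not always enough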
sdo1 growth = growth rescue of sdo1-depleted yeast, primary screen, S. cerevisiae, bone marrow failure model; S. cerevisiae sdo1-depleted JHY4D growth rescue, OD600 30 h; stronger effect = higher value; pdr5 snq2 efflux-pump mutant strain; z-score at 10 µM; 0.21% of 140,000 active;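 active = z-score above 3 at both the 24 hr and the 30 hr optical density reads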;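 also: z-score against mean and SD of all compound wells on the same plate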
sdo1 growth Rescue 24 h = further read-out of sdo1 growth, marked with its call; z-score; S. cerevisiae sdo1-depleted JHY4D growth rescue, OD600; measured here: growth rescue at 24 h;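 0 is the plate mean of compound wells and units are plate SD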
The depositor's hits bear a star; & = joins results of further samples; [ ] = dose if it differs, or a comment.

The first 17 entries as a preview:
CCc1ccccc1OCC(=O)OCC(=O)N1CC(=O)Nc2ccccc21 was read as Insulin prom inh -60.
N#Cc1ccccc1N=Cc1ccc(Br)cc1 was read as Insulin prom inh 33, sdo1 growth -1.3 and sdo1 growth Rescue 24 h -2.2.
Screening CCC(C)NC(=O)Cn1cccc1C(=O)c1ccccc1 (stereo not given) returned Insulin prom inh 22, sdo1 growth -0.04 and sdo1 growth Rescue 24 h -0.7.
CN(C)/C=N/c1ncc(C(=O)OC(C)(C)C)s1 was read as Insulin prom inh 0.
For Cc1ccc(NC(=O)CC(NCC2CCCO2)C(=O)O)cc1C (stereo not given) the results were Insulin prom inh -19.
Screening O=C(CSc1nnc2ccccn12)NNC(=O)c1ccc(Cl)cc1 returned Insulin prom inh 14.
`CCN(C(=O)CSc1nnc(-c2ccncc2)n1Cc1ccccc1)C1CCS(=O)(=O)C1` (stereo not given) gave Insulin prom inh -7.
`CCOc1ccc(C2C(C(=O)C3CC3)N3C=C(C#N)C=CC3C2(C#N)C#N)cc1` (stereo not given) gave sdo1 growth -0.33 and sdo1 growth Rescue 24 h 0.25.
CCCC(=O)Nc1ccc(-c2nc3cc(C)c(C)cc3o2)cc1 was read as Insulin prom inh 59, sdo1 growth -0.87 and sdo1 growth Rescue 24 h 0.38.
For Cc1csc(NC(=O)c2cc(C)oc2C)n1 the results were Insulin prom inh -26, sdo1 growth -1.3 and sdo1 growth Rescue 24 h -2.4.
Screening CCOc1cc(CNC(C)(C)CO)cc(Br)c1OCc1ccc(Cl)cc1Cl returned Insulin prom inh 14, sdo1 growth -0.86 and sdo1 growth Rescue 24 h -1.3.
CC(=O)N1N=C(c2cccs2)CC1c1cccs1 (stereo not given) was read as Insulin prom inh 23.
For O=C(Nc1ccccc1C(=O)N/N=C/c1ccc(F)cc1)c1ccccc1Br the results were sdo1 growth -0.75 and sdo1 growth Rescue 24 h -0.51.
Screening O=C(c1ccc(S(=O)(=O)c2ccccc2Cl)c([N+](=O)[O-])c1)N1CCCCCC1 returned Insulin prom inh 11, sdo1 growth -1.1 and sdo1 growth Rescue 24 h -0.94.
`Cc1cc2cc(CCNC(=O)c3ccc(C)c([N+](=O)[O-])c3)c(=O)[nH]c2cc1C` gave sdo1 growth -1.2 and sdo1 growth Rescue 24 h -0.62.
c1ccc2c(c1)Cn1c-2nc2ccccc21 was read as Insulin prom inh 95*, sdo1 growth -0.25 and sdo1 growth Rescue 24 h -0.32.
`COc1ccc(S(=O)(=O)N2c3cc(C)ccc3OCC2C(C)(C)C)cc1` (stereo not given) gave Insulin prom inh 33, sdo1 growth -0.97 and sdo1 growth Rescue 24 h -0.6.

Results (from the top)
CCc1ccccc1OCC(=O)OCC(=O)N1CC(=O)Nc2ccccc21 was read as Insulin prom inh -60.
N#Cc1ccccc1N=Cc1ccc(Br)cc1 was read as Insulin prom inh 33, sdo1 growth -1.3 and sdo1 growth Rescue 24 h -2.2.
Screening CCC(C)NC(=O)Cn1cccc1C(=O)c1ccccc1 (stereo not given) returned Insulin prom inh 22, sdo1 growth -0.04 and sdo1 growth Rescue 24 h -0.7.
CN(C)/C=N/c1ncc(C(=O)OC(C)(C)C)s1 was read as Insulin prom inh 0.
For Cc1ccc(NC(=O)CC(NCC2CCCO2)C(=O)O)cc1C (stereo not given) the results were Insulin prom inh -19.
Screening O=C(CSc1nnc2ccccn12)NNC(=O)c1ccc(Cl)cc1 returned Insulin prom inh 14.
`CCN(C(=O)CSc1nnc(-c2ccncc2)n1Cc1ccccc1)C1CCS(=O)(=O)C1` (stereo not given) gave Insulin prom inh -7.
`CCOc1ccc(C2C(C(=O)C3CC3)N3C=C(C#N)C=CC3C2(C#N)C#N)cc1` (stereo not given) gave sdo1 growth -0.33 and sdo1 growth Rescue 24 h 0.25.
CCCC(=O)Nc1ccc(-c2nc3cc(C)c(C)cc3o2)cc1 was read as Insulin prom inh 59, sdo1 growth -0.87 and sdo1 growth Rescue 24 h 0.38.
For Cc1csc(NC(=O)c2cc(C)oc2C)n1 the results were Insulin prom inh -26, sdo1 growth -1.3 and sdo1 growth Rescue 24 h -2.4.
Screening CCOc1cc(CNC(C)(C)CO)cc(Br)c1OCc1ccc(Cl)cc1Cl returned Insulin prom inh 14, sdo1 growth -0.86 and sdo1 growth Rescue 24 h -1.3.
CC(=O)N1N=C(c2cccs2)CC1c1cccs1 (stereo not given) was read as Insulin prom inh 23.

Ordered by length of the SMILES (descending): part of the list above.
`CCN(C(=O)CSc1nnc(-c2ccncc2)n1Cc1ccccc1)C1CCS(=O)(=O)C1` (stereo not given) gave Insulin prom inh -7.
Screening CCOc1cc(CNC(C)(C)CO)cc(Br)c1OCc1ccc(Cl)cc1Cl returned Insulin prom inh 14, sdo1 growth -0.86 and sdo1 growth Rescue 24 h -1.3.
Screening CCC(C)NC(=O)Cn1cccc1C(=O)c1ccccc1 (stereo not given) returned Insulin prom inh 22, sdo1 growth -0.04 and sdo1 growth Rescue 24 h -0.7.

The listing continues.
For O=C(Nc1ccccc1C(=O)N/N=C/c1ccc(F)cc1)c1ccccc1Br the results were sdo1 growth -0.75 and sdo1 growth Rescue 24 h -0.51.
Screening O=C(c1ccc(S(=O)(=O)c2ccccc2Cl)c([N+](=O)[O-])c1)N1CCCCCC1 returned Insulin prom inh 11, sdo1 growth -1.1 and sdo1 growth Rescue 24 h -0.94.
`Cc1cc2cc(CCNC(=O)c3ccc(C)c([N+](=O)[O-])c3)c(=O)[nH]c2cc1C` gave sdo1 growth -1.2 and sdo1 growth Rescue 24 h -0.62.
c1ccc2c(c1)Cn1c-2nc2ccccc21 was read as Insulin prom inh 95*, sdo1 growth -0.25 and sdo1 growth Rescue 24 h -0.32.
`COc1ccc(S(=O)(=O)N2c3cc(C)ccc3OCC2C(C)(C)C)cc1` (stereo not given) gave Insulin prom inh 33, sdo1 growth -0.97 and sdo1 growth Rescue 24 h -0.6.
O=C(O)C1=NOC(CNC(=O)c2ccccc2Cl)C1 (stereo not given) was read as Insulin prom inh -36.
Screening CCCCCOC(=O)C1=C(C)Nc2nnnn2C1c1ccc(OC)c(OC)c1OC (stereo not given) returned Insulin prom inh 21, sdo1 growth -1.3 and sdo1 growth Rescue 24 h -0.84.
For CC(=O)C(Sc1ccc2nnc(-c3cccnc3)n2n1)C(C)=O the results were Insulin prom inh 36.
`O=C(CSc1nc(-c2ccccc2)c(-c2ccccc2)o1)Nc1nncs1` gave Insulin prom inh 30, sdo1 growth -1.6 and sdo1 growth Rescue 24 h -1.2.
For COc1cc(Cc2cnc(N)nc2N)cc(OC)c1OC the results were Insulin prom inh 3&-9, sdo1 growth -0.2&0.41 and sdo1 growth Rescue 24 h -0.98&0.27.
`CC(C)(C)CC(=O)Nc1nnc(SCC(=O)Nc2ccccc2F)s1` gave Insulin prom inh 53.
For COC(=O)C(C)N(C(=O)c1ccc(Cl)cc1)c1c(C)cccc1C (stereo not given) the results were Insulin prom inh -22, sdo1 growth -0.91 and sdo1 growth Rescue 24 h -0.48.
Nc1nc(SCC(=O)c2ccc(F)cc2)n[nH]1 was read as Insulin prom inh 33.
Screening COC(=O)c1ccc(NC(=O)CCN2CCN(c3ccccc3)CC2)cc1 returned sdo1 growth 0.19 and sdo1 growth Rescue 24 h -0.1.
For Nc1c(S(=O)(=O)c2cccs2)c2nc3ccccc3nc2n1Cc1ccc2c(c1)OCO2 the results were Insulin prom inh -19, sdo1 growth 0.06 and sdo1 growth Rescue 24 h -0.39.
For COc1cccc(/C=N/Nc2nc(N3CCCC3)nc(N3CCCC3)n2)c1O the results were Insulin prom inh -16, sdo1 growth -1.5 and sdo1 growth Rescue 24 h -0.83.
CCOC(=O)COc1c(OC)cc(Cl)cc1C1Nc2ccccc2C(=O)N1c1ccccc1 (stereo not given) was read as Insulin prom inh 3, sdo1 growth -1.2 and sdo1 growth Rescue 24 h -1.
`COC(=O)c1ccccc1N(Cc1ccccc1)S(C)(=O)=O` gave Insulin prom inh -35, sdo1 growth 0.71 and sdo1 growth Rescue 24 h -0.15.
For COCCCNC(=O)c1ccc(CNS(=O)(=O)c2ccc(NC(C)=O)cc2)cc1 the results were sdo1 growth -0.26[6.6 µM] and sdo1 growth Rescue 24 h -0.93.
For CCNc1cc2n(c(=O)n1)CCc1cc(OC)c(OC)cc1-2 the results were Insulin prom inh 27, sdo1 growth 0.46 and sdo1 growth Rescue 24 h 0.31.
Screening Clc1ccc(CNc2ccc3nnc(-c4ccccc4)n3n2)cc1 returned Insulin prom inh -22, sdo1 growth 0.59 and sdo1 growth Rescue 24 h 2.3.
`S=C(Nc1cccc(Cl)c1)Nc1ccc2cn[nH]c2c1` gave Insulin prom inh 0, sdo1 growth -0.32 and sdo1 growth Rescue 24 h -0.3.
Screening C[C@@H]1C[C@H]2[C@@H]3CCC4=CC(=O)C=C[C@]4(C)[C@@]3(F)[C@@H](O)C[C@]2(C)[C@H]1C(=O)CO returned Insulin prom inh -32, sdo1 growth -0.52 and sdo1 growth Rescue 24 h 0.04.
CCC/C(=N/NC(=O)c1ccc2c(c1)OCO2)c1cccs1 was read as Insulin prom inh 38, sdo1 growth -0.03 and sdo1 growth Rescue 24 h -0.68.
For Cc1cc(C)cc(NC(=O)CCN2CC(C)OC(C)C2)c1 (stereo not given) the results were sdo1 growth 0.18 and sdo1 growth Rescue 24 h 0.24.
`CC(=O)NCCC(=O)Nc1cc(S(=O)(=O)N2CCOCC2)ccc1N1CCOCC1` gave Insulin prom inh 18.
Screening Cc1cccc(N2CC(O)(c3cccs3)[N+]3=C2CCCCC3)c1 (stereo not given) returned Insulin prom inh -54.
Screening COc1ccc2nc(N3CCCC(O)C3)c(C#N)cc2c1 (stereo not given) returned sdo1 growth 0.14 and sdo1 growth Rescue 24 h -0.63.
Screening O=S(=O)(NCc1ccccn1)c1ccccc1 returned Insulin prom inh 7, sdo1 growth -0.07 and sdo1 growth Rescue 24 h -0.26.
Screening Cc1cccc(-c2n[nH]c(=S)n2/N=C/c2ccc(C)s2)c1 returned Insulin prom inh -6, sdo1 growth -0.31 and sdo1 growth Rescue 24 h 0.81.
COc1ccc(-c2cc(N)n(S(=O)(=O)c3ccc(C)cc3)n2)c(OC)c1 was read as sdo1 growth -0.97 and sdo1 growth Rescue 24 h -0.72.
`Cc1ccc2c(C(=O)CN3CCCCC3CCO)c(C)[nH]c2c1` (stereo not given) gave sdo1 growth -0.09 and sdo1 growth Rescue 24 h -0.05.
CO/N=C/NC(=O)N1OC[C@@H]2COc3ccc4ccccc4c3[C@@H]21 was read as Insulin prom inh 32, sdo1 growth 0.24 and sdo1 growth Rescue 24 h 0.16.
Screening O=C(N/N=C/c1ccncc1)c1cc(Br)ccc1OCc1ccccc1 returned sdo1 growth -0.84 and sdo1 growth Rescue 24 h -0.47.
`O=C(NCCc1ccc2c(c1)OCCO2)c1cc(F)cc(F)c1` gave sdo1 growth 1.8 and sdo1 growth Rescue 24 h 2.
Screening O=C(COC(=O)c1ccc([N+](=O)[O-])o1)NC1CCS(=O)(=O)C1 (stereo not given) returned Insulin prom inh 0, sdo1 growth 0.19 and sdo1 growth Rescue 24 h -0.74.
`Cn1ccnc1SCC(=O)Nc1ccc2c(c1)COC2=O` gave Insulin prom inh 17, sdo1 growth 0.01 and sdo1 growth Rescue 24 h -0.15.
Screening O=C1CC(N2CCN(C(c3ccccc3)c3ccccc3)CC2)C(=O)N1 (stereo not given) returned Insulin prom inh 31, sdo1 growth 0.29 and sdo1 growth Rescue 24 h -0.47.
`CCc1ccc2[nH]c(O)c(N=Nc3nc(-c4ccccc4)cs3)c2c1` gave Insulin prom inh 37, sdo1 growth -0.78 and sdo1 growth Rescue 24 h -0.41.
Screening COc1ccccc1NC(=S)N(Cc1ccco1)Cc1cc2cc(C)ccc2[nH]c1=O returned Insulin prom inh 21, sdo1 growth 0.14 and sdo1 growth Rescue 24 h 0.09.
Screening CCc1ccc2[nH]c(=O)c(CN(CCCN3CCOCC3)C(=O)Nc3ccc(F)cc3)cc2c1 returned sdo1 growth -0.15 and sdo1 growth Rescue 24 h -1.5.
Cc1ccc(NC(=O)CCC(=O)NNC(=O)Cc2ccccc2)cc1C was read as Insulin prom inh -18, sdo1 growth -0.22 and sdo1 growth Rescue 24 h -0.26.
`Cc1ccc(S(=O)(=O)NC(CC(=O)NCc2ccco2)c2ccco2)cc1` (stereo not given) gave Insulin prom inh -29, sdo1 growth 0.65 and sdo1 growth Rescue 24 h -0.1.
`COc1ccc(S(=O)(=O)Nc2cc3c4c(oc3c3ccccc23)CC(C)(C)CC4=O)cc1` gave Insulin prom inh -87, sdo1 growth -1.1 and sdo1 growth Rescue 24 h -1.
CC1(C)CC(NC(=O)Nc2ccc([N+](=O)[O-])cc2)CC(C)(C)N1 was read as Insulin prom inh -9.
Screening Cc1ccc(C(=O)CC(SCC(=O)O)c2ccc([N+](=O)[O-])cc2)cc1 (stereo not given) returned Insulin prom inh -17.
CCCCOC(=O)Nc1nc(CC(=O)OCC)cs1 was read as Insulin prom inh -42, sdo1 growth 0.7 and sdo1 growth Rescue 24 h 0.55.
Screening O=S(=O)(c1ccccc1)N1CCN(c2nc3ccccc3s2)CC1 returned Insulin prom inh -3, sdo1 growth -0.22 and sdo1 growth Rescue 24 h 1.
For N/C(=N\OC(=O)CCC(=O)O)c1ncc(C(F)(F)F)cc1Cl the results were Insulin prom inh 40.
For Cc1ccc(C(=O)NCc2ccc(Cl)c(Cl)c2)o1 the results were Insulin prom inh 3, sdo1 growth -0.36 and sdo1 growth Rescue 24 h -0.24.
For Cc1ccc(CSc2nncn2-c2ccccn2)cc1 the results were Insulin prom inh 38, sdo1 growth 0.16 and sdo1 growth Rescue 24 h -0.15.
`Cc1cccc(Nc2nc(NCc3ccco3)c3ccccc3n2)c1` gave Insulin prom inh -21, sdo1 growth -0.39 and sdo1 growth Rescue 24 h -0.07.
`CN1OC2C(=O)N(c3ccccc3)C(=O)C2C1c1ccc(F)cc1` (stereo not given) gave Insulin prom inh 24, sdo1 growth 0.75 and sdo1 growth Rescue 24 h 0.36.
